# High-throughput results as filed in PubChem BioAssay.
# GBA activity up = GBA activity enhancers in patient fibroblasts, primary screen, cell-based | L444P Gaucher fibroblasts, 4-MU-glucoside fluorescence, 3 days | Lysosomal acid glucosylceramidase (Homo sapiens), P04062 | activation, % at 10 µM | 30,000 tested, 0.44% active | AID 784, 2007; in the data active = activation above about 65%;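 note: 0% = vehicle wells and 100% = positive control wells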
# Target sequence (P04062 whole entry L483P): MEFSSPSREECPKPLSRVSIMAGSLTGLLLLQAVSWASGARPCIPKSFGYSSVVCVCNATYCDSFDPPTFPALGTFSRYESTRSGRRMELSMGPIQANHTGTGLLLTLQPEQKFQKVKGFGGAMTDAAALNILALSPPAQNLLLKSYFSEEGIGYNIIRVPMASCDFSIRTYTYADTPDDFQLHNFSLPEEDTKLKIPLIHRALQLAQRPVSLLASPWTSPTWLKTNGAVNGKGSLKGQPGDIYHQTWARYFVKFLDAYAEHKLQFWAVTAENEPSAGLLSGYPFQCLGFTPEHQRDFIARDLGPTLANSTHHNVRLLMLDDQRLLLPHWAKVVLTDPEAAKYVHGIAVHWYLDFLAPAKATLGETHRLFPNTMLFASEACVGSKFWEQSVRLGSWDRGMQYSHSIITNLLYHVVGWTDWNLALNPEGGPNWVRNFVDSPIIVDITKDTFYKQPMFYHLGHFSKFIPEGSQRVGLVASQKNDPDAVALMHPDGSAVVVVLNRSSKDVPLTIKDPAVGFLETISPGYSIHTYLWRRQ
# An asterisk follows results filed as active. This is a subset. The share of hits here may be higher or lower than overall.
SMILES,GBA activity up
COc1ccccc1C(=O)NCCCn1cc(Br)c(C)n1,2.4
O=C(O)c1ccc(NC(=O)c2cccs2)cc1,-3.9
CC(=O)OCC(=O)Nc1ccc(Cl)cc1Cl,25.4
CCOCCCn1c(=NC(C)=O)c(C(=O)OCC)cc2c(=O)n3ccccc3nc21,5.3
CC(C)OP(=O)(c1ccc(N(C)C)cc1)C(O)c1c(Cl)cccc1Cl (stereo unspecified),-6.3
c1ccc2c(c1)Cn1nc(Cc3nc4c(s3)CCCC4)nc1-2,-6.2
COc1cc2c(cc1OC)CN(C(=O)Cc1ccc(OC)c(S(=O)(=O)N3CCOCC3)c1)CC2,-6.3
COC(=O)C(C)C1Sc2ccccc2NC1=O (stereo unspecified),33.5
O=C(CN(Cc1ccccc1F)C(=O)Cn1nnc(-c2cccs2)n1)NCC1CCCO1 (stereo unspecified),-25.9
Cc1ccc(-c2nnn(CC(=O)Nc3ccccc3-c3ccccc3)n2)c(-n2cnnn2)c1,-8.3
O=C(Nc1ccccn1)c1ccc2ccccc2n1,-7.2
COCCn1c(COc2cccc(OC)c2)nnc1SCC(=O)N1CCOCC1,-20.9
Clc1ccccc1-c1nnc2sc(-c3ccc(Br)o3)nn12,3.9
Cc1nc(SCC(=O)N2CCCc3ccccc32)c2oc3ccccc3c2n1,-14.0
CC(=O)c1c(C)nn(CC(O)Cn2c3c(c4cc(C)ccc42)CCCC3=O)c1C (stereo unspecified),-13.2
O=C(CCn1cccc1)Nc1cccc(F)c1,12.2
O=C(c1ccccn1)N(Cc1cc2ccccc2[nH]c1=O)C1CCCCC1,-34.6
CC(=O)Nc1ccc(S(=O)(=O)N2CCN(C3CCCCCCC3)CC2)cc1,-11.1
CC(C)NC(=O)c1cc(-c2ccco2)on1,-7.1
Cc1ccc(C)c(N2CCN(S(=O)(=O)c3ccc4c(c3)OCCO4)CC2)c1,-3.3
CC1=C(C(=O)Nc2ccccc2)C(c2ccc3c(c2)OCO3)C2=C(CCCC2=O)N1 (stereo unspecified),-0.2
CCN(CC)S(=O)(=O)c1ccc(C(=O)Oc2ccc3c(c2)OCO3)cc1,-9.8
O=C(Nc1cc(C(F)(F)F)ccc1N1CCOCC1)c1c(F)c(F)c(F)c(F)c1F,-9.5
Cc1nc(N2CCN(Cc3nc4ccccc4[nH]3)CC2)c2oc3ccccc3c2n1,9.2
COc1ccc2[nH]c(=O)c(CN(C(=O)c3ccco3)C3CCCCC3)cc2c1,1.0
COc1ccccc1Nc1ncnc2c1oc1ccccc12,-53.1
O=C(Nc1ccc(N2CCN(C(=O)c3ccco3)CC2)cc1)c1cccc(F)c1,1.3
CCOC(=O)C(C)n1nc(C)c2sc3ccccc3c2c1=O (stereo unspecified),-4.2
O/N=C1\CC/C(=N\O)c2nn(-c3ccc(Cl)cc3Cl)nc21,-20.9
COc1ccccc1C1C=C(c2ccc(C)cc2)Nc2nnnn21 (stereo unspecified),-8.0
Cc1ccc(S(=O)(=O)N2CCSC2c2ccco2)cc1 (stereo unspecified),-0.9
N/C(=N/O)c1nc(N2CCCCC2)nc(N2CCCCC2)n1,88.9*
COc1ccc(-c2nc(-c3ccncc3)no2)cc1OC,-0.5
Cc1noc(NS(=O)(=O)c2ccc(NC(=O)Nc3ccc(Cl)c(Cl)c3)cc2)c1C,15.2
O=C(CSCCO)Nc1cc(C(F)(F)F)ccc1Cl,6.7
Cc1ccc(C(=O)NCC2CCCO2)o1 (stereo unspecified),-6.4
Cn1nnnc1SCc1ccc(F)cc1,-18.0
COc1ccc(OC)c(-c2cc(C(=O)NCCCn3ccnc3)no2)c1,11.3
O=C(c1ccc(Cl)cc1Cl)N1CCC(c2nc3c(nnn3Cc3ccco3)c(=O)[nH]2)CC1,-23.9
O=C(CCn1nc(-c2ccccc2)ccc1=O)N1CCOCC1,19.3
CN1CCN(c2nc3c(c(=O)[nH]c(=O)n3C)n2CC(N)=O)CC1,4.8
COc1cc(NC(=O)c2cc(-c3ccco3)on2)c(OC)cc1Cl,-4.6
CS(=O)(=O)N1CCCC(C(=O)NCc2ccc(F)cc2)C1 (stereo unspecified),6.5
CSc1nnc2c(n1)OC(c1ccsc1)N(C(C)=O)c1ccccc1-2 (stereo unspecified),-6.9
Nc1ccc(C23CC4CC(CC(O)(C4)C2)C3)cc1,-9.7
O=C(O)c1ccc(OCC(O)Cn2cnc3ccccc32)cc1 (stereo unspecified),-7.4
CC(=O)Nc1c(-c2ccc(F)cc2)nc2ccccn12,0.0
CCn1c(=O)cc(OCC(=O)Nc2ccc3c(c2)OCCO3)c2ccccc21,-4.0
O=C(Nc1cccc(-c2nc3cccnc3s2)c1)c1ccco1,-8.1
CCCNC(=O)c1n[nH]c(=O)c2ccccc12,-4.7
CSc1nnc2c3c4c(sc3c(=O)n(-c3ccccc3)n12)CC(C)(C)OC4,-21.8
O=C(NCc1ccccc1)c1cc(S(=O)(=O)N2CCC3(CC2)OCCO3)ccc1F,5.6
Cn1c(=O)n(CCc2ccccc2)c(=O)c2c1nc1n2CCN1c1ccccc1,36.3
CCCCCC1CC(CC(C)C(=O)Nc2nncs2)C(=O)O1 (stereo unspecified),-15.8
CCOC(=O)c1c(C)[nH]c(C(=O)O)c1C,-8.3
O=C(CN1CCC(O)(c2ccccc2F)CC1)NCCc1c[nH]c2ccccc12,-28.9
O=C(Nc1ccc(S(=O)(=O)N2CCCCCC2)cc1)C1CCCO1 (stereo unspecified),-12.0
N#Cc1cn(Cc2cccc(Cl)c2)c2ccccc12,-6.3
CC(c1nnc(SCC(=O)Nc2ccc3[nH]c(=O)[nH]c3c2)n1Cc1ccccc1)N(C)C (stereo unspecified),3.0
CCOC(=O)C1=C(C)N=C2SCCC(=O)N2C1c1cc(Br)ccc1OC (stereo unspecified),-6.4

# (next part)
SMILES,GBA activity up
O=C(Nc1ccccc1)Nc1ccc(S(=O)(=O)N2CCCCC2)cc1,-19.5
CCOC(=O)C1CCN(S(=O)(=O)c2cnc[nH]2)CC1,-2.7
Nc1c(NCCCN2CCOCC2)c2ccccc2oc1=O,-3.1
Nn1c(SCC(=O)Nc2ccc3c(c2)OCO3)nnc1C1CCCCC1,-4.1
Cn1c(=O)c2cc(NC(=O)c3ccccc3Cl)c(=O)oc2n(C)c1=O,2.4
CC(C)COc1ccc(C(=O)OCCN2CCOCC2)cc1,-9.4
CC(=O)N1CCN(c2ccc(NC(=O)c3ccc4c(c3)OCCO4)cc2)CC1,-3.8
Cn1c(=O)c2c(-c3ccccc3)n(N3CCOCC3)cc2n(C)c1=O,-2.7
CCC1(C)Cc2c(sc3nc(NC)n(C)c(=O)c23)CO1 (stereo unspecified),-33.3
C=CCn1c(SCC(=O)Nc2ccc3c(c2)OCO3)nnc1-c1ccccc1O,-11.8
COc1cccc(-c2n[nH]c(=S)n2Cc2ccco2)c1OC,6.1
Cn1c(=O)n(C)c2cc(CNc3ccc(N4CCOCC4)c(C(=O)O)c3)ccc21,-3.1
COCCN1C(=O)C(=O)/C(=C(/O)c2ccc(OC(C)C)cc2)C1c1cccnc1 (stereo unspecified),3.9
Cc1cc2cc(CN(Cc3ccc4c(c3)OCO4)C(=O)c3ccco3)c(=O)[nH]c2cc1C,-9.4
CCOC(=O)COc1nc(C)c(Br)c(OC)n1,-4.6
COc1cc2c(cc1OC)-c1nnnn1C(C)(C)C2,-1.1
Cc1nnc(SCc2cccc(Oc3ccccc3)c2)n1N,-8.5
Nn1c(Cc2cccc3ccccc23)nnc1SCC(=O)NC1CCS(=O)(=O)C1 (stereo unspecified),-0.4
COc1ccccc1C1CC(=O)NC(C)=C1C(=O)OCC1CCCO1 (stereo unspecified),-15.6
Cc1cc(/N=C/C=C2\N(C)c3ccccc3C2(C)C)n(CCC#N)n1,-3.6
COc1cc2c(cc1OC)C(c1ccsc1)CC(=O)N2 (stereo unspecified),3.0
CCCCN1CC(COc2ccccc2)OC1=O (stereo unspecified),3.6
O=C(CN(C(=O)CNS(=O)(=O)c1ccccc1)c1ccc2c(c1)OCCO2)NCc1ccco1,-10.1
CSc1ncccc1C(=O)OCC(=O)NC(=O)NCCC(C)C,-17.8
CCNC(=O)C1CC(=O)N(Cc2ccc(F)cc2)C(=Nc2ccc(OC)cc2)S1 (stereo unspecified),-2.6
O=C1CSc2ccccc2N1Cc1ccc(F)cc1,37.2
Cc1cc(=O)oc(C)c1C(=O)NCc1ccc(F)cc1,-20.3
O=C(c1ccccc1F)N(Cc1ccccc1)C1CCS(=O)(=O)C1 (stereo unspecified),5.2
CS(=O)(=O)N(CC(=O)NCc1ccccn1)Cc1ccc(Cl)cc1,-17.3
CCN(Cc1ccccc1)C(c1cccs1)c1nnnn1C1CCCCC1 (stereo unspecified),-4.0
O=C(O)c1cccc(-n2cccc2/C=N/O)c1,-17.9
C(=NC12CN3CN(CN(C3)C1)C2)c1ccc2c(c1)OCO2,-8.5
CCc1ccc(OCC(=O)Nc2ncc3c(n2)CC(C)(C)CC3=O)cc1,-46.2
COc1ccc(NC(=O)C2CCN(C(=O)c3ccccc3)CC2)c(OC)c1,12.6
O=C(Cn1c(NCCCO)nc2ccccc21)c1ccc(Br)cc1,27.1
COc1ccc(C2CC(=O)c3cnc(N4CCN(Cc5ccccc5)CC4)nc3C2)cc1 (stereo unspecified),-32.7
CCc1cc2c(NCCO)ncnc2s1,13.6
Cc1ccc(C)c(Cn2nnc3c(=O)[nH]c(C4CCCN(C(=O)C5CCC5)C4)nc32)c1 (stereo unspecified),-54.4
CN(CCC#N)C(=O)CSc1ncnc2sc(-c3ccccc3)cc12,1.0
OCc1nc2ccccc2n1CCCOc1ccc(Br)cc1,8.6
COc1cccc2cc(C(=O)n3ccc(C)n3)c(=O)oc12,17.2
COC(=O)c1cccc(NC(=O)CSc2ncn[nH]2)c1,-18.1
CC(C)c1c(O)nc(SCCN(C)C)[nH]c1=O,-4.6
NS(=O)(=O)c1ccc(NC(=O)c2ccccc2C(=O)N2CCCCC2)cc1,-26.7
Fc1ccc(C(c2ccc(F)cc2)N2CCN(C/C=C/c3ccccc3)CC2)cc1,-45.8
Cc1noc(C)c1COC(=O)c1cc(=O)[nH]c2ccccc12,-0.8
COc1cc(-c2c(C#N)c(N)nc3c2CCCC3)ccc1O,-18.0
CCc1nc(SCC(=O)Nc2ccc3c(c2)OCCO3)c2oc3ccccc3c2n1,-131.4
Cc1sc2ncnc(NCC(c3ccco3)N(C)C)c2c1C (stereo unspecified),1.4
O=C(Nc1ccc(F)cc1F)c1cc(-c2ccco2)on1,-6.0
CC(NC(=O)c1cnc2n(c1=O)CCS2)c1ccccc1 (stereo unspecified),-2.9
Cc1ccccc1-n1nc2c(c1NC(=O)c1ccc(Br)o1)CSC2,-64.0
Cc1cc(CN(C)C)c(O)c(C2(C)CCCCC2)c1,11.7
O=C(NCc1cccs1)C1CCC(=O)N1C1CCCCC1 (stereo unspecified),-24.4
COc1ccc(N2CCN(C(=O)CSc3nnc(-c4cccnc4)n3-c3ccccc3)CC2)cc1,-9.8
c1ccc(-n2ncc3c2ncn2nnnc32)cc1,-6.8
COCCn1nnnc1C(c1ccccc1OC)N1CCc2ccccc2C1 (stereo unspecified),-10.0
CN1C(c2ccc(F)cc2)=CS/C1=C(\C#N)c1nnc2n1-c1ccccc1SC2,17.8
CC1CCN(CCCNC(=O)c2coc3nc4ccccc4nc23)CC1,-49.1
O=C(CCn1cnc2ccccc2c1=O)Nc1ccc(S(=O)(=O)N2CCCCC2)cc1,-28.8

# (more compounds)
SMILES,GBA activity up
COc1cccc(NC(=O)C2CCCN2C(=O)Nc2cccc(F)c2)c1 (stereo unspecified),-37.6
O=C(NCc1ccccc1)C(c1cccs1)N(C(=O)c1csnn1)C1CC1 (stereo unspecified),-3.4
Cc1ccc2c(c1)cc(CN(Cc1ccco1)S(=O)(=O)c1ccccc1)c1nnnn12,-11.7
COc1ccc(-c2nn(-c3ccccc3)cc2C(=O)NCCCn2ccnc2)cc1,-0.4
Cc1nc(C)c(-c2csc(NCc3ccco3)n2)s1,97.8*
CCOC(=O)c1c(C)c(C(=O)NC2CCCCCC2)c(C)n1C,-28.1
O=C(Nc1ccccc1N1CCN(c2ccc(F)cc2)CC1)C1CCCCC1,-7.0
c1ccc(CSc2nnc(-c3cccs3)o2)cc1,-22.3
CC1NC(=O)NC1CCCCCC(=O)NCCc1ccccc1 (stereo unspecified),-7.7
COCCCNC(=O)c1c(F)c(F)c(F)c(F)c1F,-31.9
Cc1csc(NC(=O)CCC(=O)N(CC(=O)NC2CCCC2)Cc2ccco2)n1,-2.3
O=C(O)COc1ccc2nsnc2c1Cl,14.9
CCOC(=O)c1c(=O)n(O)c2ccc(C)cc2[n+]1[O-],-8.0
CC(=O)Nc1cccc(NC(=O)c2oc3ccccc3c2C)c1,3.0
CCN1CCN(Cc2ccc(NC(=O)Nc3ccccc3Cl)cc2)CC1,-9.5
O=C(O)C1CCCCC1C(=O)Nc1ccc(Cl)cc1 (stereo unspecified),-6.0
O=S(=O)(NCC1OCCc2ccccc21)c1ccc(S(=O)(=O)N2CCOCC2)cc1 (stereo unspecified),7.1
CC1CCN(C(=O)Cn2c(SCC(=O)Nc3nccs3)nc3ccccc32)CC1,-5.6
O=c1ccc2cc(S(=O)(=O)Nc3ccc(F)cc3)ccc2o1,-29.4
